FBA Mtb inh: Mtb fructose-bisphosphate aldolase inhibition; purified M. tuberculosis FBA, fluorescence read-out; P9WQA3; 360,000 tested, 2.3% active; inhibition, % at 1 µM; in the data active = inhibition above about 27%;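 also: 0% = vehicle and 100% = reference inhibitor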
Target sequence (P9WQA3 whole entry, looked up): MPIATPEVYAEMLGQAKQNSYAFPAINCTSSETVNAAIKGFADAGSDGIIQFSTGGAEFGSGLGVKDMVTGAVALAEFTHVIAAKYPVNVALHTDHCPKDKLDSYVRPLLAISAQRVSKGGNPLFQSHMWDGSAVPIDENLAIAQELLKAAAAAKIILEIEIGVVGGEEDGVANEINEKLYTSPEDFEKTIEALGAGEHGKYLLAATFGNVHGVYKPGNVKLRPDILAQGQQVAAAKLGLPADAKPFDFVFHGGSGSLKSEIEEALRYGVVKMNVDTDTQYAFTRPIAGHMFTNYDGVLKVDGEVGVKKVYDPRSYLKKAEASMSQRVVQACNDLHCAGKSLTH
BoNT A protease: blocks Botulinum neurotoxin A light chain protease; 360,000 tested, 0.17% active; multiplex microsphere protease substrate cleavage, flow cytometry; inhibition, % at 10 µM; in the data active = inhibition above about 30%; inconclusive = no clear call, values can overlap the other calls; also: plate controls were buffer without enzyme for full effect and enzyme alone for no effect
FadD28 FP inh: inhibitors of Mycobacterium tuberculosis FadD28 bisubstrate binding; FadD28 bisubstrate probe binding, fluorescence polarization; inhibition, % at 12.5 µM; 360,000 tested, 0.22% active; AID 588549; in the data active = inhibition above about 8.5%, passing the limit was not always enough; inconclusive = no clear call, values can overlap the other calls
BoNT F protease: inhibitors of Botulinum neurotoxin F light chain protease | Multiplex microsphere protease cleavage assay, flow cytometry | inhibition, % at 10 µM | 360,000 tested, 0.22% active | AID 588497; in the data active = inhibition above about 35%, passing the limit was not always enough; inconclusive = no clear call, values can overlap the other calls; also: plate controls were buffer without enzyme for full effect and enzyme alone for no effect
BioA inh: blocks M. tuberculosis BioA enzyme activity | purified M. tuberculosis BioA enzyme, plate reader | inhibition, % at 9.99 µM | 360,000 tested, 0.096% active | AID 602481; in the data active = inhibition above about 40%; inconclusive = no clear call, values can overlap the other calls
GDH-TPI counter: inhibits GDH-TPI coupling enzymes, artifact for Mtb FBA screen | GDH-TPI coupled enzyme counterscreen, NADH absorbance | inhibition, % at 4.8 µM | 360,000 tested, 1.2% active | AID 588335;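 also: 0% = DMSO wells and 100% = wells lacking the enzyme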
CCHF vOTU inh: CCHFV vOTU protease inhibition; Pep-AMC fluorescence; inhibition, % at 11.5 µM; 370,000 tested, 0.55% active; AID 651958; also: 0% = vehicle wells with enzyme and 100% = no enzyme wells
UGM FP inh: Mtb UDP-galactopyranose mutase inhibition | P9WIQ1 | purified UGM, fluorescence polarization probe displacement | inhibition, % at 10 µM | 320,000 tested, 0.06% active | AID 504406; in the data active = inhibition above about 10%, passing the limit was not always enough; inconclusive = no clear call, values can overlap the other calls
Target sequence (P9WIQ1 whole entry, looked up): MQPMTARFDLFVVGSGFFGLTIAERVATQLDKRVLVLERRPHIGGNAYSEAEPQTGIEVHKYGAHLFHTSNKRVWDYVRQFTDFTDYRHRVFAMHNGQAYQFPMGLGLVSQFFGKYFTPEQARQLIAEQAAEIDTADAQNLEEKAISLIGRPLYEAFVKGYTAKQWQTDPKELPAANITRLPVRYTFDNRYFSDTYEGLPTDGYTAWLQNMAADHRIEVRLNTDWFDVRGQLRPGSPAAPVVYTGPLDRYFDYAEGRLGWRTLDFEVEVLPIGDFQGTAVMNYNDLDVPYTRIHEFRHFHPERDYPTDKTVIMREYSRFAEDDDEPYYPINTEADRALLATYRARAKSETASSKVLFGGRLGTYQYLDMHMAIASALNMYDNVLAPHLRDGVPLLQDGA
PrPC surface inh: inhibitors of human cell surface prion protein PrPC | P04156 | TR-FRET read-out | inhibition, % at 13.8 µM | 370,000 tested, 0.43% active; in the data active = inhibition above about 24%; also: 0% = median of the test wells and 100% = reference compound wells
* hit, by the source's call; ? = inconclusive; . = not tested or not shown; + = active, no number. Rule as the data show it, unless noted: active = inhibition above about 30%; inactive = the rest. Compounds as they come; any-hit rate near 4.8%.

SMILES | FBA Mtb inh | BoNT A protease | FadD28 FP inh | BoNT F protease | BioA inh | GDH-TPI counter | CCHF vOTU inh | UGM FP inh | PrPC surface inh
CSCCNC(=O)c1ccc(OC2CCN(S(=O)(=O)N(C)C)CC2)cc1 | 1 | 1.8 | -2.6 | 23 | 7.7 | 6 | -7 | 3.6 | 4
CCC(=O)N1N=C2CC(C)(C)OCC2C1c1ccccc1 (configuration not stated) | 1 | -0.6 | -1.9 | 4 | . | 9 | 9 | 0.9 | 7
CCCNC(=S)NNC(=O)c1cc(C2CC2)nc2ccccc12 | 1 | -0.1 | -3.8 | -1 | 0.3 | 0 | -2 | -2.6 | -3
CCOC(=O)c1cnn(-c2nc(SC)nc3sc4c(c23)CCC4)c1N | -2 | 0.1 | -4.4 | -4 | -1.2 | 3 | 10 | 2.4 | -3
CSc1ccc(C(=O)C2CCCN(C(=O)CCn3cncn3)C2)cc1 (configuration not stated) | 2 | 1.1 | -1.2 | 9 | 0.0 | 10 | 18 | 1.3 | -5
CSc1nc(N)n2nc(-c3ccc(Cl)cc3)cc2n1 | 3 | -4.6 | -1.6 | ? | -1.6 | -2 | -5 | -0.5 | 7
CCN(CC(=O)Nc1ccc(OC)cc1)C(=O)CSCc1ccc(C)cc1 | 2 | 0.7 | 0.0 | 4 | 0.0 | 16 | 20 | 0.5 | 4
O=C(/C=C/c1cn(-c2ccccc2)nc1-c1ccc2c(c1)OCCO2)NCCO | 6 | 1.3 | -2.2 | 0 | . | 5 | 2 | 1.1 | -11
Cc1ccnc(NCc2cc(Cl)cc(Cl)c2O)c1 | 0 | -0.4 | -1.2 | -5 | 0.9 | 5 | 7 | . | -8
COC(=O)COc1ccc(S(=O)(=O)N2CCOCC2)cc1C | 0 | ? | -1.1 | 1 | . | 4 | 8 | 0.8 | 4
Cc1cc(=O)[nH]c2c(C)cc(S(=O)(=O)N3CCOCC3)cc12 | 6 | -0.6 | 0.9 | -12 | -3.4 | 8 | 1 | -1.1 | -5
CCn1c(SCC(=O)Nc2ccccc2F)nnc1-c1cnccn1 | 4 | 0.7 | 0.0 | 7 | 2.0 | 3 | 6 | -4.2 | 1
CCN(CC)S(=O)(=O)c1cc(NC(=O)COc2ccc(C#N)cc2OC)ccc1C | 2 | -1.1 | -4.4 | -6 | -3.1 | -2 | -1 | -2.5 | 17
CCOC(=O)/C=C1\SCC(=O)N1CC(=O)NCc1cccc(Cl)c1 | 7 | 0.5 | -0.2 | 4 | . | 5 | 8 | 1.5 | 6
N#Cc1ccsc1NC(=O)COC(=O)c1ccc(Br)o1 | 0 | 2.3 | -0.6 | -3 | -1.6 | 2 | 6 | 2.5 | 6
CCN(CC)c1nc(OCCNC(=O)Nc2ccccc2)nc(N(CC)CC)n1 | 0 | 0.4 | -0.4 | -14 | . | 1 | 19 | -1.9 | -7
COc1ccc(-n2c(SCC(=O)Nc3ccc(C(=O)O)cc3)nnc2-c2ccccc2)cc1OC | -1 | 4.7 | -0.7 | 25 | 0.4 | 5 | -5 | -1.5 | -6
O=C(CSc1nnc(COc2ccc(F)cc2)o1)N1c2ccccc2CCc2ccccc21 | 2 | 0.4 | -0.5 | -4 | -4.6 | 14 | -4 | 1.5 | 5
O=C(O)C=Cc1c[nH]c2nccnc12 | 2 | -0.4 | -0.4 | -3 | -2.4 | 10 | -14 | . | -8
N#Cc1ccsc1NC(=O)CN1CCN(c2ccccc2O)CC1 | 1 | -0.3 | -3.9 | -4 | . | -1 | 8 | 0.6 | -3
COc1ccc(CCNS(=O)(=O)c2ccc(N3CCCC3=O)cc2)cc1 | 3 | 0.9 | -2.0 | -9 | -3.0 | 7 | 15 | -0.7 | 11
O=C(CCc1nnc(CCCCc2ccccc2)o1)NC1CCCC1 | -1 | -1.5 | -1.3 | -2 | -0.3 | 0 | -8 | -2.1 | 3
CC1=C(C(=O)OCc2ccccc2)C(c2ccccc2Cl)NC(=O)N1CCCCCC(=O)O (configuration not stated) | 0 | 0.5 | -2.9 | 2 | 1.1 | 2 | -3 | 3.6 | -5
O=C(Cc1c(F)cccc1Cl)NCCc1c[nH]c2ccccc12 | 0 | 4.9 | -1.6 | 6 | -1.6 | 1 | 6 | -1.9 | -3
COc1ccc(S(=O)(=O)N(C)CC(=O)Nc2ccc(C(N)=O)cc2)cc1OC | 2 | -0.8 | -0.9 | -2 | 3.2 | 1 | 13 | -5.7 | -8
COc1ccc(C)cc1S(=O)(=O)N1CCN(C(=O)c2ncoc2-c2ccc(F)cc2)CC1 | 3 | 1.0 | -3.3 | 3 | 4.1 | 1 | 7 | -1.0 | -8
Cc1nc(C(=O)NNC(=O)c2ccc(Cl)cc2)cs1 | -5 | . | -3.2 | . | 0.0 | 3 | 3 | -0.9 | 4
Cc1ccc(C)c(OCc2cc(C(=O)N3CCC(N4CCCC(O)C4)CC3)no2)c1 (configuration not stated) | 2 | -2.1 | -3.8 | -3 | -1.5 | -2 | 3 | 1.7 | -6
N#Cc1nc(/C=C/c2ccccc2)oc1NCCCN1CCOCC1 | + | -0.8 | -1.5 | 10 | . | 26 | -350 | -2.3 | -14
COc1cccc(C2CC(c3cccc(Br)c3)n3nc(N)nc3N2)c1 (configuration not stated) | 3 | -0.7 | -3.0 | -1 | 9.3 | 3 | -2 | 0.0 | 3
CC1CC(C)CN(CCCNC(=O)c2cc3c(=O)[nH]c4ccccc4c3n2C)C1 (configuration not stated) | 11 | -0.8 | 1.9 | -6 | . | 5 | 3 | -0.5 | -16
COCCn1cc(C(=O)N2CCC(C)CC2)c2c3ccccc3n(C)c2c1=O | 43* | 0.5 | -2.9 | -3 | 0.6 | -3 | -47 | 0.9 | -6
CC(=O)c1ccc(N2CCN(C(=O)c3cc(C)on3)CC2)cc1 | 1 | ? | -1.2 | 6 | 28 | 25 | 4 | 1.5 | 4
O=C(Cc1c(F)cccc1Cl)Nc1ncc([N+](=O)[O-])s1 | -6 | -0.4 | -10 | 7 | . | 6 | 7 | 0.5 | -7
CC(C)(C)OC(=O)N[C@@H](Cc1ccccc1)C(=O)N1CCC(C(=O)NCC(=O)O)CC1 | 1 | 1.7 | -2.9 | 32 | -0.7 | -3 | 2 | 0.3 | 7
Cc1ccc(-n2ccnc(SCC(=O)NC3CCCC3)c2=O)cc1Cl | 7 | -2.0 | 0.2 | -10 | -2.1 | 16 | 0 | . | -5
CCOC(=O)c1c(C)c(C(=O)OCC)n(C)c1C | 0 | 2.1 | -0.7 | 11 | -1.6 | 5 | 12 | -1.5 | -6
Cc1ccc(Cn2c(=O)cc(C(=O)O)c3ccccc32)cc1 | 10 | 0.9 | -2.3 | 0 | -0.3 | -6 | . | 2.2 | .
O=C(Nc1nncs1)C12CC3CC(CC(C3)C1)C2 | 2 | -2.2 | -1.6 | 6 | 1.1 | -7 | -8 | 2.7 | -4
O=C(CCC(=O)Nc1ccccc1Cl)NNC(=O)Nc1cccc([N+](=O)[O-])c1 | 0 | -0.8 | 3.1 | -8 | -1.2 | 6 | 8 | 0.1 | -12
CCC(=O)NC(Nc1nc(C)cs1)(C(=O)OC)C(F)(F)F (configuration not stated) | 0 | -0.2 | -3.5 | 2 | 7.9 | 8 | -12 | -1.1 | 5
CC(=O)Nc1ccccc1NC(=O)C/C(C)=N/NC(=O)Cc1cccc2ccccc12 | 2 | 0.3 | -1.7 | 7 | 4.1 | 15 | -2 | -0.2 | 5
O=C(Nc1nc(-c2ccccn2)cs1)C1COc2ccccc2O1 (configuration not stated) | -6 | -2.8 | -1.7 | -17 | 0.7 | 6 | 5 | -0.8 | 16
COCCn1c(SCC(=O)Nc2ccc(OC)cc2)nnc1-c1ccoc1C | -1 | -0.4 | -3.0 | 2 | -0.9 | 4 | 6 | -0.4 | 1
CN1C(=O)/C(=C/C=C2\SCCN2C)OC1=S | -16 | -0.3 | 0.6 | -8 | . | 12 | 13 | 2.3 | -9
CC(C)(C)OC(=O)CNC(=O)c1[nH]cnc1C(=O)NCCCCCNC(=O)OC(C)(C)C | 2 | -0.1 | 1.4 | -1 | 3.7 | -10 | 14 | 0.5 | 7
Cc1nnc(NC(=O)COc2ccccc2)s1 | 6 | -0.1 | -0.4 | -8 | -0.6 | 4 | -9 | 2.0 | 3
COc1cc2c(cc1OC)C(c1cc(Br)ccc1O)N(C(C)=O)CC2 (configuration not stated) | 0 | ? | -2.1 | ? | . | 3 | 21 | 1.5 | -6
COc1ccc(Nc2nnc(SCC(=O)N3CCCC3)s2)cc1 | -3 | -2.1 | -5.0 | ? | -1.2 | 9 | 10 | 3.5 | 4
Cc1nn(C)c(Oc2ccc(Cl)cc2)c1C(=O)Nc1ccc(F)cc1F | 1 | -0.4 | -2.4 | -5 | -0.2 | -1 | 2 | -1.6 | 9
C=CCNC(=S)/N=c1/ccccn1CCC | 5 | -1.0 | -1.6 | -4 | . | 13 | -11 | -2.3 | 10
COc1ccc(C(=O)NC(=O)Nc2cc(C)ccn2)cc1 | -1 | -0.2 | -0.2 | 5 | -2.3 | 13 | -2 | 0.0 | 5
COc1cc(-c2[nH]ncc2CN(C)Cc2cc(C)[nH]n2)cc(OC)c1OC | 3 | 0.3 | -0.7 | 4 | . | 9 | 3 | 1.8 | -8
CCOC(=O)C1CCCN(C(=O)c2sc3nc4n(c(=O)c3c2C)CCC4)C1 (configuration not stated) | 3 | . | -1.2 | . | -0.9 | 2 | 9 | 0.2 | 4
O=C1C=C(c2ccc3[nH]ccc3c2)C[C@@H](c2ccc(Cl)cc2)C1 | 5 | 0.2 | -1.8 | 0 | -4.1 | 30 | 21 | 5.2 | 8
Cc1cc2nccc(-c3ccc(Cl)c([N+](=O)[O-])c3)n2n1 | 3 | -0.7 | 0.7 | 1 | 3.4 | 6 | 16 | -2.9 | -22
COc1ccc(OCC2CCCN(Cc3nc(CC4CC4)no3)C2)cc1 (configuration not stated) | 0 | 0.0 | 0.6 | -1 | . | -2 | 10 | -2.7 | 4
Cc1cccc(OC(=O)n2c(=S)oc3cc(Cl)ccc32)c1 | 0 | 0.6 | 2.6 | 6 | -3.5 | 6 | -2 | 0.6 | -1
CC(C)OCCCNC(=O)C1CCN(S(=O)(=O)N2CCCCC2)CC1 | 2 | -0.6 | -0.5 | -1 | 0.3 | -2 | -16 | 0.2 | 0
CCOc1ccc(NS(=O)(=O)c2ccc(OC)c(NC(=O)c3ccc4c(c3)OCCO4)c2)cc1 | 0 | 0.4 | -2.8 | -2 | . | 1 | 10 | . | -4

Following part
SMILES | FBA Mtb inh | BoNT A protease | FadD28 FP inh | BoNT F protease | BioA inh | GDH-TPI counter | CCHF vOTU inh | UGM FP inh | PrPC surface inh
COc1ccccc1CNC(=O)C1CCN(S(C)(=O)=O)CC1 | 0 | 0.4 | -4.2 | -1 | -0.1 | 11 | 8 | -0.2 | -5
NC(N)=NS(=O)(=O)c1ccc(NC(=S)NC(=O)/C=C/c2ccccc2)cc1 | 0 | -3.5 | 0.2 | -12 | -2.3 | 11 | 16 | -1.2 | -5
CCOP(=O)(OCC)C(O)c1ccc2c(c1)OCO2 (configuration not stated) | 2 | 1.1 | -1.7 | -2 | . | -3 | 7 | 1.4 | -3
Cc1ccc(CCSc2ccc(F)cc2)cn1 | 3 | 0.1 | -1.9 | 0 | 2.2 | -9 | -12 | -1.7 | -5
N#CC(C(=O)NCc1ccccc1)c1nc2ccccc2nc1N1CCCC1 (configuration not stated) | 11 | 3.2 | -3.5 | 12 | -4.4 | 5 | -13 | 4.7 | 0

Record cards, from the list above.
N#CC(C(=O)NCc1ccccc1)c1nc2ccccc2nc1N1CCCC1 (configuration not stated) in the list: FBA Mtb inh: 11; BoNT A protease: 3.2; FadD28 FP inh: -3.5; BoNT F protease: 12; BioA inh: -4.4; GDH-TPI counter: 5; CCHF vOTU inh: -13; UGM FP inh: 4.7; PrPC surface inh: 0
CCOP(=O)(OCC)C(O)c1ccc2c(c1)OCO2 (configuration not stated) in the list: FBA Mtb inh: 2; BoNT A protease: 1.1; FadD28 FP inh: -1.7; BoNT F protease: -2; BioA inh: .; GDH-TPI counter: -3; CCHF vOTU inh: 7; UGM FP inh: 1.4; PrPC surface inh: -3

Screening data: PubChem, several laboratories
